# Source: PubChem
# N370S GC mod: inhibitors or activators of N370S glucocerebrosidase for Gaucher disease | Potency, µM (series often up to 59.4 µM), inactives show at the highest dose activity change, negative = inhibition, actives largely listed as inhibitors | N370S GC spleen homogenate, 4MU-glucoside fluorescence | 330,000 compounds, 0.092% hits;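 note: 0% = full enzyme activity and -100% = no enzyme basal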
# FEN1 inh: human FEN1 inhibition; P39748; Recombinant FEN1 flap cleavage, fluorescence, 15 min; Potency, µM (doses to about 114 µM), without a hit: top-dose activity change, negative = inhibition, hits mostly inhibitors; 390,000 compounds, 0.35% hits; AID 588795; note: nearly all actives have a fitted effect of over 65% in size
#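 FEN1 at 10 nM, compound pretreatment for 15 min (room temperature), 50 nM final substrate to initiate; endpoint reads at 0 and 15 min; DMSO-only plates used as vehicle background.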
# GCN5L2 inh: GCN5L2 (KAT2A) acetyltransferase inhibition | Q92830 | GCN5L2 HAT assay, ThioGlo1 CoA-SH fluorescence | Potency, µM (highest dose often 58.9 µM), inactives show top-dose activity change, negative = inhibition, actives largely listed as inhibitors | 390,000 compounds, 0.21% hits | AID 504327
# Target sequence (Q92830 whole entry, looked up): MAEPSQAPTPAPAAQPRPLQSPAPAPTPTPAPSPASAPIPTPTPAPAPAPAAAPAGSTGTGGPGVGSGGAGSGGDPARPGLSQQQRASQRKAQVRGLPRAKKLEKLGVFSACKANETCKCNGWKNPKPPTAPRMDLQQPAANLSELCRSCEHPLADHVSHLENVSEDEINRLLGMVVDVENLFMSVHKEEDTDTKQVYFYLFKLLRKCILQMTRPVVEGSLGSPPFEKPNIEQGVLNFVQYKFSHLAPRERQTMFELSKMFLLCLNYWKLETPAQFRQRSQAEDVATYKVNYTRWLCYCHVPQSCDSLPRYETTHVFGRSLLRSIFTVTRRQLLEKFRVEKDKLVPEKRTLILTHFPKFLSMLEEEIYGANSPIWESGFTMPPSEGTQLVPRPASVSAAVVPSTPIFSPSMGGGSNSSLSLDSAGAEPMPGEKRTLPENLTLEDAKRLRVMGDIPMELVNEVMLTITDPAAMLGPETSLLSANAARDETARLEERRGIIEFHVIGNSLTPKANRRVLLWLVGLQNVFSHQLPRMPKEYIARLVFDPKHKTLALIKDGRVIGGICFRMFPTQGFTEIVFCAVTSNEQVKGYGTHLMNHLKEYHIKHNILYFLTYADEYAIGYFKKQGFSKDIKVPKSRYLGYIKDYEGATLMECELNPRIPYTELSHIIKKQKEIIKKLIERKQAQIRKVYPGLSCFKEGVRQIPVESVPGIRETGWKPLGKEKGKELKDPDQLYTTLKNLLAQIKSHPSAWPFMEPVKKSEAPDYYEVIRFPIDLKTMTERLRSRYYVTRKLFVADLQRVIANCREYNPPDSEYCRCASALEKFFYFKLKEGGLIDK
#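 Free CoA generated was detected with ThioGlo1 (50uM) fluorescence at Ex340nm/Em540nm, read immediately and after 20 min at room temperature. Enzyme, 20 nM in HEPES pH 7.5 buffer, saw compounds 15 min before adding 75uM H3(1-25) peptide and 70uM acetyl-CoA.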
# The depositor's hits bear a star; ? = inconclusive; nt = not tested or not shown; & = joins results of further samples; [ ] = another dose, or the depositor's remark. Calls come from the whole dose curve; as a rule, active = well fitted curve in the direction sought with a large enough effect; inconclusive = small, poorly fitted or top-dose-only effect, or another doubt; inactive = no such curve, though single readings can be large; an effect the other way counts as inactive or inconclusive. Unless noted, % is set by controls: 0 for no effect and ±100 for the full control effect; potency is the fitted concentration of half-maximal effect.
N370S GC mod	FEN1 inh	GCN5L2 inh	Structure
-1%	-6%	-4%	CCCOc1ccc(C2Nc3cccc4cccc(c34)N2)cc1
-5%	?	nt	CC(C)CC(CSc1ccc(Br)cc1)N1CCN(CCc2ccccc2)CCC1=O (stereo not drawn)
10%	15%	-2%	Cn1c(=O)[nH]c(=O)c2c1nc(N(CCO)Cc1ccccc1)n2CCCc1ccccc1
nt	-17%	15%	O=S(=O)(NC1=NCCCCC1)c1ccc(Cl)cc1Cl
13%	6%	-9%	CC/C(=N/NC(=O)c1ccc(Br)o1)c1ccc(Cl)cc1
?	2%	?	Cc1ccc(-c2ccc(CCC(=O)O)n2-c2ccc(O)cc2)cc1
0%	-2%	nt	CC(=O)Nc1ccc(S(=O)(=O)Nc2cccc(N(C)S(C)(=O)=O)c2)cc1
21%	-8%	0%	COCCNC(=O)C(=O)NCC1OCCN1C(=O)c1ccc(Cl)cc1 (stereo not drawn)
1%	-19%	-4%	O=[N+]([O-])c1cc2c(cc1/C=N/n1cnnc1)OCO2
-14%	-6%	-7%	CCC[n+]1c(C)sc2c3c(ccc21)CCCC3
5%	5%	-3%	Cc1c2cnn(-c3ccccc3)c(=O)c2c(C)n1CCCC(=O)N1CCN(C)CC1
4%	0%	-5%	Cc1ccccc1NC(=O)C1CCCN(S(=O)(=O)c2ccc3c(c2)C(C)(C)C(=O)N3C)C1 (stereo not drawn)
8%	-12%	-9%	Cc1onc(-c2ccccc2Cl)c1C(=O)Oc1cccc2cccnc12
4%	-3%	0%	CC(C)COC(=O)Nc1nnc(SCCOc2ccccc2)s1
6%	1%	-2%	CCN(CC)c1ccc(S(=O)(=O)N2CCOCC2)cc1NC(=O)CN1C(=O)NC2(CCC(C)CC2)C1=O (stereo not drawn)

# One compound at a time (already shown). Values in the order: N370S GC mod | FEN1 inh | GCN5L2 inh
# COCCNC(=O)C(=O)NCC1OCCN1C(=O)c1ccc(Cl)cc1 (stereo not drawn) as listed: 21% | -8% | 0%
# CCCOc1ccc(C2Nc3cccc4cccc(c34)N2)cc1 as listed: -1% | -6% | -4%

# The list continues:
N370S GC mod	FEN1 inh	GCN5L2 inh	Structure
3%	-3%	-7%	Cc1ccc(NC(=O)CCC(=O)NNC(=S)Nc2ccc(F)cc2)c(C)c1
nt	-1%	-4%	CCCNC(=O)CCc1nnc2ccc(N3CCN(c4cccc(OC)c4)CC3)nn12
-4%	-3%	-2%	Cc1ccccc1-c1nn(-c2ccc(F)cc2F)cc1CNCCCO
-6%	-4%	-9%	COc1ccc(C(=O)Nc2nc3ccccc3c(=O)[nH]2)cc1
nt	2%	-4%	C[C@@H]1O[C@@H](OCCC(=O)O)[C@H](O)C[C@H]1O
1%	20%	-8%	Cc1cc(S(=O)(=O)NCc2cccnc2)ccc1F
-4%	1%	-4%	COc1ccc(C(=O)Cn2c(Cl)nc3c2c(=O)n(C)c(=O)n3C)cc1
1%	3%	-3%	COC(=O)CSc1nc2ncccc2[nH]1
21%	-3%	4%	CCOC(=O)N1CCN(C(=O)c2ccc3nc4ccsc4c(=O)n3c2)CC1
-8%	3%	-2%	CCOC(=O)COc1ccc(/C=C2\NC(=S)N(CC)C2=O)cc1
-4%	1%	-8%	CCOc1cc(NC(=S)NCCCN2CCOCC2)c(OCC)cc1NC(=O)c1ccccc1
6%	10%	0%	Cc1cc(/C=C2\C(=N)N3C(SCc4ccccc4)=NSC3=NC2=O)c(C)n1Cc1ccccc1
5%	12%	-26%	COc1ccc2c(Cl)c(C(=O)NCCc3ccc(S(N)(=O)=O)cc3)sc2c1
-3%	4%	-6%	O=C(Cn1c(C(F)(F)F)nc2ccccc21)Nc1ccccc1C(=O)O
6%	4%	-14%	CC(=O)/C=C\c1cn(-c2ncc(C(F)(F)F)cc2Cl)c2ccccc12

# A different layout for some results above.
# Below each compound: N370S GC mod | FEN1 inh | GCN5L2 inh
Cc1cc(S(=O)(=O)NCc2cccnc2)ccc1F
 : 1% | 20% | -8%
CC(=O)/C=C\c1cn(-c2ncc(C(F)(F)F)cc2Cl)c2ccccc12
 : 6% | 4% | -14%

# More results.
N370S GC mod	FEN1 inh	GCN5L2 inh	Structure
4%	3%	1%	O=C(c1ccncc1)N1CCN(C(=O)c2cccc3ccccc23)CC1
5%	-11%	-30%	CCOC(=O)c1c(CN2CCC(C)CC2)n(C)c2cc(Br)c(OC)cc12
14%	-23%	0%	C=C(C)CNC(=S)N/N=C/c1c(F)cccc1F
9%	-5%	-3%	O=C(O)c1nc(-c2ccccc2)n(-c2ccccc2)n1
nt	-2%	-4%	Cc1cccc(N2CCN(C(=O)c3ccc(CS(=O)c4cccc(Cl)c4)o3)CC2)c1C (stereo not drawn)
-7%	-6%	1%	COc1ccc(NC(=O)Nc2nnc(-c3ccco3)s2)cc1
-2%	-10%	0%	COc1ccc(C(=O)Nc2nc(CC(=O)NCCc3cccc(OC)c3)cs2)cc1
-9%	3%	-5%	CCN(Cc1ccccc1)Cc1ccc(OCc2ccccc2)c(OC)c1
23%	6%	-5%	Fc1cccc(-n2c(-c3ccco3)nc3nc4ccccc4nc32)c1
24%	6%	-1%	c1ccc(COCCCn2cc(-c3ccccc3)nn2)cc1
1%	5%	5%	COc1ccc(-c2nnn(CC(=O)N3CCN(c4ccc(F)cc4)CC3)n2)cc1
13%	nt	-6%	CC(=O)N1CCC2(CC1)CN(c1ccccn1)C2
3%	15%	-3%	CC1CN(C(=O)CCS(=O)(=O)c2ccccc2)CC(C)O1 (stereo not drawn)
-22%	?	-7%	COc1ccc(N=c2cc(-c3ccc(O)cc3)oc3ccccc23)cc1
-7%	21%	-1%	O=C(CN1C(=O)c2ccc(Br)cc2C1=O)NCC1CCCO1 (stereo not drawn)
-5%	-6%	-4%[0.501 µM]	CCCn1c(NCc2c[nH]c3ccccc23)nc2ccccc21
-6%	8%	-6%	COc1cc(CN2CCCCCC2)cc(OC)c1
12%	-11%	-13%	CCN(Cc1ccccc1)c1ccc(/C=N/NS(=O)(=O)c2cccc([N+](=O)[O-])c2)cc1
nt	-11%	-8%	CC(C)NC(=O)c1ccc(Cn2c(SCc3ccc(F)cc3)nc3cccnc32)cc1
-18%	-1%	2%	O=C1NC(=S)N/C1=C/c1ccc(Oc2ccc(C(F)(F)F)cc2[N+](=O)[O-])c(Cl)c1
-6%	-29%	?	CSCC[C@H](NC(=O)Cc1c(C)c2c(cc(C)c3c(C)c(C)oc32)oc1=O)C(=O)O
-19%	12%	-1%	COc1ccccc1N=Nc1c(O)[nH]c2ccc(Br)cc12
-23%	-12%	3%	Cc1cc(CNCc2c(C(=O)N(C)Cc3ccccc3)nc3ccccn23)nn1C
7%	-5%	-5%	CSc1ccc(CNc2ccc(Cl)cc2)cc1
22%	0%	?	Cc1ccc(/C=N\NC(=O)c2cc(OCC(F)(F)F)ccc2OCC(F)(F)F)cc1
1%	5%	-15%	CCCS(=O)(=O)N1CCN(C(=O)CCC2CCCC2)CC1
5%	-2%	0%	O=C(NCCC(=O)N1CCN(c2ccc(F)cc2)CC1)c1ccco1
-10%	5%	?	COc1ccc(S(=O)(=O)NCCOc2ccccc2)cc1-n1cnnn1
-21%	2%	-3%	COc1ccc(CCN2C(=O)CC(C(C)c3ccccc3)C2=O)cc1OC (stereo not drawn)
nt	-6%	-2%	CNc1snc(C)c1C(=O)OCC(=O)c1ccc(Cl)cc1
25%	-2%	-6%	CCNc1ccc2c(Cl)cc(=O)oc2c1
19%	21%	-7%	COc1ccc(C(C(N)=O)c2ncc(C(F)(F)F)cc2Cl)cc1 (stereo not drawn)
-4%	-10%	-5%	CC(=O)c1cccc(Oc2cc(NN3CCCCC3)c([N+](=O)[O-])cc2[N+](=O)[O-])c1
-1%	14%	-2%	CC(C)/C=C/C(=O)N1CCC(N2CCC(C(=O)N3CCOCC3)CC2)CC1
16%	-1%	-20%	COCCNC(=O)CN(Cc1ccc2c(c1)OCO2)C(=O)CCC(=O)Nc1nccs1
28%	-5%	-8%	Cc1cc(C)cc(NC(=O)CN2CCCN(S(=O)(=O)c3ccc(Br)s3)CC2)c1
nt	-5%	2%	CC1CCCCN1C(=O)CN1CCSc2ccccc21 (stereo not drawn)
4%	7%	-5%	O=C(Nc1cccc(C(=O)N2CCOCC2)c1)NC1CCCCC1
nt	1%	2%	COC(=O)[C@H](Cc1ccccc1)NC(=O)Cn1ccc(NC(=O)OCc2ccccc2)nc1=O
-14%	10%	-8%	CN(CC(=O)Nc1ccc(Cl)cc1)CC(=O)Nc1cccc(Br)c1
-1%	9%	-12%	COc1ccc(-c2cc(C)no2)cc1S(=O)(=O)N(C)c1ccc(C)cc1
-11%	-14%	-2%	CC(=O)Nc1ccc(S(=O)(=O)N2CCc3ccccc3C2)cc1
-9%	9%	3%	Cc1cccc(C)c1NC(=O)CN(C)CC(=O)Nc1cc(Cl)ccc1C#N
?	-19%	-1%	Cc1cccc(/C=N/NC(=O)NC23CC4CC(CC(C4)C2)C3)n1
-3%	nt	1%	C#CCOCCOCCOCCNc1nc(N2CCN(C(=O)[C@H](CCC(=O)O)n3cc(C(N)CO)nn3)CC2)nc(N2CCN(C(=O)[C@H](CCC(=O)O)n3cc(C(N)CO)nn3)CC2)n1 (stereo partly drawn)
nt	20%	0%	CC(C)[C@H](NC(=O)c1ccccc1)C(=O)OCC(=O)c1c(N)n(C)c(=O)n(C)c1=O
-16%	-6%	-17%	Cc1ccccc1C(=O)c1cccn1CC(=O)NCCN1CCN(c2cccc(C)c2C)CC1
nt	-3%	1%	Cn1cc(S(=O)(=O)c2ccccc2)c(=O)c2cc(F)c(N3CCCCCC3)cc21
-5%	5%	-3%	Cc1sc2nc(SCC(=O)N3CC(C)OC(C)C3)n(C)c(=O)c2c1C (stereo not drawn)
-3%	-8%	-1%	COc1ccc(CNC(=O)CCC(=O)N2CCN(S(=O)(=O)c3cc([N+](=O)[O-])ccc3C)CC2)cc1
4%	-3%	-4%	CCN(CC)S(=O)(=O)c1ccc(-c2nnco2)cc1
-6%	nt	-4%	COc1ccc(NC(=O)N2CCCC3(CCN(C(=O)c4csnn4)CC3)C2)cc1
-8%	-21%	-12%	CC(NCC(O)COCCC12CC3CC(CC(C3)C1)C2)c1ccccc1 (stereo not drawn)
-17%	-3%	-3%	CC(C)COc1ccc(C(=O)OCC(=O)N(C)CC(=O)Nc2ccc(F)cc2)cc1
-24%	22%	26%	NNC1=N[C@H]2CS(=O)(=O)C[C@H]2S1
-10%	-10%	-11%	Cc1ccc(Cl)cc1NC(=S)N(Cc1ccccc1)Cc1cccnc1
?	13%&4%	-19%&-14%	COc1ccc(CCNC(=O)c2ccc3c(c2)N(Cc2ccc(C)cc2)CCS3)cc1OC
1%[2.35 µM]	-10%	2%	CCOc1cc([C@H]2[C@@H]3CCCC[C@]3(O)CCN2CC(=O)NCc2ccco2)ccc1O
-10%	-6%	-1%	CC(C(=O)NCc1ccccc1Cl)n1cc([N+](=O)[O-])cn1 (stereo not drawn)
-9%	16%	-2%	CC1CCCCN1C(=O)C(=O)c1cn(CC(=O)N2CCCC2)c2ccccc12 (stereo not drawn)

# Retrieved by compound from the list above, two records:
N370S GC mod	FEN1 inh	GCN5L2 inh	Structure
-6%	nt	-4%	COc1ccc(NC(=O)N2CCCC3(CCN(C(=O)c4csnn4)CC3)C2)cc1
?	13%&4%	-19%&-14%	COc1ccc(CCNC(=O)c2ccc3c(c2)N(Cc2ccc(C)cc2)CCS3)cc1OC

# A different layout for part of the listing above:
SMILES	N370S GC mod	FEN1 inh	GCN5L2 inh
COc1ccc(CCNC(=O)c2ccc3c(c2)N(Cc2ccc(C)cc2)CCS3)cc1OC	?	13%&4%	-19%&-14%
CCOc1cc([C@H]2[C@@H]3CCCC[C@]3(O)CCN2CC(=O)NCc2ccco2)ccc1O	1%[2.35 µM]	-10%	2%
CC(C(=O)NCc1ccccc1Cl)n1cc([N+](=O)[O-])cn1 (stereo not drawn)	-10%	-6%	-1%

# The results go on.
N370S GC mod	FEN1 inh	GCN5L2 inh	Structure
nt	0%	-2%	COc1ccc(-c2nn(-c3ccccc3)cc2C(=O)NC2CC2)cc1
0%	20%	11%	O=C(Nc1ccc(F)cc1)c1cccc2ccccc12
11%	-21%	-7%	O=C(Nc1ccccc1Cl)c1csc(-c2cccnc2)n1
?	-3%	-19%	CCCCn1c(NC(=O)C2CCCCC2)nc2ccccc21
-3%	-21%	-6%	COc1cccc(N2CCN(C3CCCC(C)C3)CC2)c1 (stereo not drawn)
8%	14%	-9%	C=C1CCN([C@@H](C)C(=O)NCc2cc(OC)c(OC)c(OC)c2)S(=O)(=O)c2ccccc21
6%	9%	-4%	CC(C)Cc1ccc(C(C)C(=O)Nc2nccs2)cc1 (stereo not drawn)
24%	-14%	0%	COC(=O)c1sccc1NC(=O)Nc1ccccc1F
2%	-1%	-4%	Cc1ccc(S(=O)(=O)Nc2ccccn2)cc1[N+](=O)[O-]
nt	17%	-2%	COc1ccc(C)cc1Nc1nc2c(S(=O)(=O)c3cccc(Cl)c3)nnn2c2ccsc12
nt	-10%	3%	CC(=O)c1cccc(S(=O)(=O)Nc2c(C)nn(C)c2C)c1
nt	-1%	-5%	COc1ccc(C(=O)NCC(c2cccs2)S(=O)(=O)c2ccc(C)cc2)cc1 (stereo not drawn)
